AddAB inh = growth inhibition of E. coli expressing H. pylori AddAB, primary screen, AddAB inhibitor project, absorbance; 330,000 tested, 0.29% active; inhibition, % at 11.9 µM; in the data active = inhibition above about 12%;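 note: 0% = vehicle wells of infected cells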
SUMO Mot1 rescue = yeast Mot1-301 growth rescue at high temperature, primary screen, SUMOylation pathway inhibitor project, S. cerevisiae, ATP luminescence, 38.5C. 320,000 tested, 1% active. growth rescue, % at 18.8 µM. S. cerevisiae Mot1-301 growth rescue; percent above DMSO median, 100 means doubled. AID 2716, 2010;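 active = every valid replicate shows activation above 250% relative to neutral control wells; inactive = the rest, any valid replicate at or below 250%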;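 note: OY570 slx delta 5 strain wells were the positive control but not used for scaling; some compounds called inactive have numbers as strong as hits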
phage Ecoli inh = growth loss of phage-infected E. coli, primary screen, RecBCD inhibitor project, absorbance, with phage, HTS | inhibition, % at 11.9 µM | 360,000 tested, 0.26% active | AID 651602, 2012; in the data active = inhibition above about 11%
PKA-R1A act = activators of PKA-R1A holoenzyme, primary screen, biochemical, fluorescence polarization, Cy5-IP20, bovine R1A, mouse PKAc. activation, % at 11.4 µM. PKA-R1A dissociation; scaled: DMSO 0%, 113 µM cGMP 100%. AID 504707, 2011. 340,000 tested, 0.083% active;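 active = percent activation above the mean of all tested compounds plus 3 SD, cut at about 19% in these data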;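 note: higher means more PKAc released from R1A so a rise in polarization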
HTR5A inv ag = HTR5A inverse agonists in luminescence cell assay, primary screen, counter-screen for OPRM1-OPRD1 heterodimer inverse agonist project, full-deck HTS; HTR5A cell line, inverse agonism; 5-hydroxytryptamine receptor 5A (Homo sapiens), P47898; AID 504634, 2011; inhibition, % at 9.3 µM; 340,000 tested, 0.083% active; in the data active = inhibition mostly above about 23%, no sharp cut-off; inactive = mostly below about 18%;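 note: 0% = cells with DMSO and 100% = no-cell wells with DMSO; some compounds called inactive have numbers as strong as hits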
Tat export inh = E. coli Tat export inhibitors, primary screen, MC4100, TorA-mCherry reporter, fluorescence, single point; inhibition, % at 10 µM; 340,000 tested, 0.036% active; AID 488895, 2010;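 active = mean replicate inhibition at least 50% and at least half of replicates individually reaching 50%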;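 note: exported cargo escapes ClpAP degradation while cytoplasmic cargo is degraded and loses fluorescence; 0% = median of neutral control wells and 100% = median of NaSCN control wells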
Ecoli viability = E. coli V3065 growth inhibition, primary screen, counter-screen for AddAB inhibitor project, absorbance, OD600. 18 h. inhibition, % at 11.9 µM. 330,000 tested, 0.27% active. AID 449728, 2010;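 active = inhibition above the campaign's mean inhibition across all tested compounds plus 3 SD, cut at about 9.9% in these data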;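 note: uninfected addAB+ strain grown without phage in ampicillin broth; 0% = DMSO wells and 100% = ciprofloxacin 0.95 µg/ml wells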
HTR5A ag = HTR5A agonists in luminescence cell assay, primary screen, counter-screen for OPRM1-OPRD1 heterodimer agonist project, full-deck HTS | cell-based | activation, % at 9.3 µM | 5-hydroxytryptamine receptor 5A (Homo sapiens), P47898 | 340,000 tested, 0.61% active; in the data active = activation mostly above about 9.5%, no sharp cut-off; inactive = mostly below about 7.6%;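 note: 0% = cells with vehicle only and 100% = reference agonist; strong numbers were not always called active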
PKA-R2B act = activators of PKA-R2B holoenzyme, primary screen, biochemical, fluorescence polarization, Cy5-IP20, human | activation, % at 11.4 µM | cAMP-dependent protein kinase catalytic subunit beta (Homo sapiens) + cAMP-dependent … | 340,000 tested, 0.079% active | PKA-R2B holoenzyme dissociation; R2B truncated from residue 108, S112A mutant; 0% DMSO only, 100% 113 µM cGMP;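 active = activation above a cutoff set at the mean over all compounds plus 3 SD, cut at about 18% in these data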;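 note: higher means more holoenzyme dissociation and a rise in polarization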
Target sequence (P31323 whole entry, looked up, other chains not shown, the tested form may be a part): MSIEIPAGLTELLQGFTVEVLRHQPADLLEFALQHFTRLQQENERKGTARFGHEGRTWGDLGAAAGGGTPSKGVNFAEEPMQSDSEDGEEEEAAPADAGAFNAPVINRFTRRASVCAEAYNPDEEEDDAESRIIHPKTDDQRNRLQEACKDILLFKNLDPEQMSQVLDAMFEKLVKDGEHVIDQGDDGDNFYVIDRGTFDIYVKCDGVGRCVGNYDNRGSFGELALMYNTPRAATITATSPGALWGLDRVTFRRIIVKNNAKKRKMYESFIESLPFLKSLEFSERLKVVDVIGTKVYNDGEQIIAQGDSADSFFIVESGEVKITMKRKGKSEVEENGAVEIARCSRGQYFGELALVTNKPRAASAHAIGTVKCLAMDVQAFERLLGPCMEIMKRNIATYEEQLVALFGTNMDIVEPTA
DAGLB inhibitor = DAGLB lipase inhibitors, primary screen, biochemical, fluorescence, HTS. HEK293T DAGLB membrane lysate, EnzChek fluorogenic substrate. inhibition, % at 5.17 µM. 340,000 tested, 0.059% active. Diacylglycerol lipase-beta (Homo sapiens), Q8NCG7; in the data active = inhibition above about 34%;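 note: 0% = enzyme with vehicle and 100% = wells lacking enzyme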
Target sequence (Q8NCG7 whole entry, looked up): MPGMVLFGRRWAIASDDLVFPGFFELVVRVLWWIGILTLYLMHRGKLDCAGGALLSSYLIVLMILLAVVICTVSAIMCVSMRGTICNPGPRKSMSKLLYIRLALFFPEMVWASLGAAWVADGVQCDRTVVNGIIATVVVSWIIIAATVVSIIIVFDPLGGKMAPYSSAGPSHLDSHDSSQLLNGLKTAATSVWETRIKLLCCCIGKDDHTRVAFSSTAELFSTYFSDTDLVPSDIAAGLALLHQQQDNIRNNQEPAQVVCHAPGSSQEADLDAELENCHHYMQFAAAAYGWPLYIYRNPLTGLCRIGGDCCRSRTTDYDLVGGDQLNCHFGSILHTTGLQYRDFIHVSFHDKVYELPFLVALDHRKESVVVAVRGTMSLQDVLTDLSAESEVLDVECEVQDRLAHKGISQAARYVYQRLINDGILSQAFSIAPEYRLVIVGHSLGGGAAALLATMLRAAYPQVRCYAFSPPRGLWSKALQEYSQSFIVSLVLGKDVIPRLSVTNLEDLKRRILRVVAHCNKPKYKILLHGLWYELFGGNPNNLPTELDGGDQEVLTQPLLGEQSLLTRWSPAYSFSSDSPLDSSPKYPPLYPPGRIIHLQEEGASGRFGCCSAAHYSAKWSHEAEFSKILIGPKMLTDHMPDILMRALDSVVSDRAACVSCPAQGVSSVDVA
CDK5 inh = inhibitors of human CDK5/p35 kinase, primary screen, biochemical, single concentration | 330,000 tested, 0.01% active | Recombinant CDK5/p35, ADP-Glo luminescence, 60 min | AID 488839, 2010 | inhibition, % at 10 µM | Cyclin-dependent kinase 5 (Homo sapiens) + Cyclin-dependent kinase 5 activator 1 (Homo …;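 active = highest replicate inhibition of at least 50% and at least 75% of replicates reaching 50%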;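 note: plate controls were DMSO neutral control for no effect and GW8510 at 10 µM for full effect; many of its hits are not listed in these tables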
Active calls of the source: *; · = no result given.

SMILES	AddAB inh	SUMO Mot1 rescue	phage Ecoli inh	PKA-R1A act	HTR5A inv ag	Tat export inh	Ecoli viability	HTR5A ag	PKA-R2B act	DAGLB inhibitor	CDK5 inh
Cc1cc(C)c(C)c(S(=O)(=O)N2CCSCC2)c1C	2.1	-8	0.9	-1	-14	-1	2.2	4	15	-6	-0.4
Cc1nn(CC(=O)OCC(=O)c2ccccc2)c(C)c1[N+](=O)[O-]	-2.7	-6	0.5	-8	0	24	2.8	0	-9	2	-3.8
Cc1sc(NC(=O)c2cc(-c3ccc(Cl)cc3)nc3ccccc23)c(C(N)=O)c1C	2.7	-6	0.9	-8	-21	4	1.3	10	0	0	0.3
CC(C)[C@H](NC(=O)N1CCn2c1nc1ccccc12)C(=O)NC1CCCCC1	-0.3	-7	2.0	-9	·	11	1.7	·	2	-2	2.4
CCCCNC(=O)Cc1ccc(C)cc1	2.4	11	3.4	-2	26	-3	0.8	-1	-6	-2	0.6
COc1cc(Cl)ccc1OCc1cc(C(=O)N(C)Cc2cccc3cnccc23)no1	1.8	42	1.2	-6	-39	6	0.0	2	-6	1	-2.4
Cc1ccc(NC(=O)C(=O)NCc2ccc(/C=N/NC(=O)c3c(C)nc4ccccn34)o2)cc1	-2.0	14	1.9	-2	9	-11	-3.4	0	2	2	-0.4
COc1ccccc1C(=O)Nc1ccc(S(=O)(=O)N2CCOCC2)cc1	2.1	-10	1.2	-6	3	1	-1.3	-1	-6	0	0.4
O=C(NCc1nnc2c(C(F)(F)F)cc(Cl)cn12)c1cccnc1	5.1	11	0.4	4	14	-1	1.6	0	0	-5	·
O=C(NC1CCCC1)C(c1ccc(F)cc1)N(Cc1ccc(Cl)cc1)C(=O)CCl (stereo not drawn)	3.2	515	2.7	-8	-11	1	2.5	0	-2	0	-3.2
CCCN(CCC)C(=O)NC1CC(=O)N(c2ccc(OC)cc2)C1 (stereo not drawn)	-1.0	8	0.7	0	-6	5	-1.4	2	5	1	-1.0
O=C(CCNS(=O)(=O)c1ccccc1)NNC(=O)COc1ccc(Cl)cc1	-0.4	·	-0.5	2	6	-8	-3.1	-2	2	-1	2.5
O=C(Cc1ccc(-n2c(=O)c3ccccc3n(Cc3ccc(F)cc3)c2=O)cc1)NCC1CCCO1 (stereo not drawn)	0.5	14	4.5	-1	-18	0	-0.1	7	-13	0	1.7
Cc1cc(S(=O)(=O)NCc2ccccc2)ccc1OCC(=O)NCc1ccccn1	3.1	302	1.0	8	-13	16	3.7	4	-13	2	-1.2
O=C(/C=C/c1ccccc1)Nc1cc(S(=O)(=O)N2CCOCC2)ccc1N1CCOCC1	·	·	1.0	-4	1	-4	·	0	-31	5	-3.4
COCCN(C(=O)CSc1nncn1-c1ccccc1)c1c(N)n(Cc2ccccc2)c(=O)[nH]c1=O	-1.7	285	2.9	2	2	1	0.4	2	2	1	-1.2
Cc1ccc(-n2nc(C)c3c2OC(N)=C(C#N)C3c2ccco2)cc1 (stereo not drawn)	-0.5	-18	2.5	-9	9	-8	-1.2	-4	0	4	-0.6
Cc1ccc(N(C)S(=O)(=O)c2csc(C(N)=O)c2)cc1C	-0.3	3	0.9	0	9	-4	-2.6	-2	-2	2	-0.9
COc1ccc(-n2nnnc2SCC(=O)c2cc3ccccc3o2)cc1	-0.7	18	-2.5	-15	-1	-7	-1.9	0	-1	-5	1.5
CN(C)S(=O)(=O)N1CCN(CC(O)COc2ccc(C(=O)c3ccccc3)cc2)CC1 (stereo not drawn)	1.9	-7	2.7	-4	0	10	-1.4	-5	-2	0	-0.1
CC1(C)CN2C(=O)c3ccccc3C2(C)S1 (stereo not drawn)	-0.3	11	2.1	-8	3	-3	0.3	-1	-2	0	0.7
COc1ccc(CNC(=O)C(NS(=O)(=O)c2ccc3c(c2)CCCN3C(C)=O)C(C)C)cc1 (stereo not drawn)	3.9	226	3.2	-7	12	16	2.4	-2	-6	0	0.2
COc1cccc(-c2ccc(NC(=O)C3CCCN(Cc4cnc(C)n4C)C3)cc2)c1 (stereo not drawn)	0.3	-3	1.9	-10	18	-7	-0.2	3	1	2	0.3
CC(C)CCOP(=O)(c1ccc(N(C)C)cc1)C(O)c1ccccc1 (stereo not drawn)	-0.8	-3	0.5	-3	2	-1	-1.6	0	-2	-1	-1.3
Cc1ccc2c(c1)C1CN(C)CCC1N2S(=O)(=O)c1ccc(C#N)cc1 (stereo not drawn)	2.6	·	0.9	-8	·	-1	-3.5	·	1	-1	1.4
COc1ccc(S(=O)(=O)N(C)C[C@H]2Oc3ccc(NC(=O)NC4CCCCC4)cc3C(=O)N([C@H](C)CO)C[C@@H]2C)cc1	0.9	3	3.3	6	-23	3	2.5	9	-10	-1	-0.2
Cc1ccc(-c2cccc(C(=O)NCCc3ccccc3)n2)c2ccccc12	4.3	258	1.3	-12	-23	-4	-0.8	-5	7	-12	-1.3
O=C(COC(=O)c1cccc(S(=O)(=O)N2CCCC2)c1)Nc1ccccc1	0.2	-8	2.7	10	2	0	-0.8	-1	2	0	-2.0
Cc1ccc(Nc2n[nH]c(C)c2[N+](=O)[O-])cc1C	4.0	25	1.8	-1	-16	-8	-0.2	2	-5	-1	-0.1
Cc1cccc(C)c1NC(=O)COC(=O)/C=C/c1ccc(S(=O)(=O)N2CCOCC2)cc1	0.3	35	1.7	3	6	0	-0.4	-2	-5	-1	0.3
Cn1c(=O)c([N+](=O)[O-])c(NCc2ccccc2)c2ccccc21	7.4	-1	-0.1	3	-36	-11	2.5	3	-3	-2	0.8
N/C(=N\OC(=O)c1cc(Cl)ccc1Cl)c1cccnc1	0.5	10	2.5	1	1	-3	2.1	-2	4	-4	-0.2
COCCNC(=O)CSc1nc2cc3c(cc2c(=O)n1CCCC(=O)NCCc1ccc(OC)c(OC)c1)OCO3	0.9	3	3.2	-6	5	6	0.5	-2	10	0	1.4
CC(C)C(c1nnnn1CCc1ccccc1)N1CCOCC1 (stereo not drawn)	-1.3	19	-3.1	-1	4	-9	-4.1	3	-13	0	-0.8
CN1CCN(Cc2nc3ccccc3n2C)CC1CCO (stereo not drawn)	1.0	11	3.2	-6	-20	-2	0.2	5	-2	-1	-0.6
COc1ccc(C(=O)N2CCN(S(=O)(=O)c3ccccc3)CC2)c(OC)c1	-1.0	-8	3.2	-6	18	-7	1.4	4	-14	-1	-0.7
Cc1ccc(N2C(=O)CC(Sc3ncccn3)C2=O)cc1C (stereo not drawn)	·	437	3.2	-26	19	11	·	-5	5	-1	-1.6
Cc1ccc(NC(=O)COC(=O)c2ccc(Cl)nc2)cc1S(=O)(=O)N1CCCCC1	0.3	2	1.2	1	-3	9	-2.5	1	-9	-4	2.5
C=CCn1c(C)nnc1SCC(=O)NC1CC1	3.9	8	-0.6	-11	-1	-2	3.9	3	-3	-5	1.8
COc1ccc(CCNC(=O)c2cc(C)oc2C)cc1	-0.3	-8	1.9	0	-6	2	2.5	2	-12	-2	-1.9
Cc1noc(/C=C/N(C)C)c1S(=O)(=O)N1CCCC(C(=O)NCc2ccc(Cl)cc2)C1 (stereo not drawn)	1.2	-1	-1.2	3	-5	6	2.0	1	-12	9	2.0
CCN(CC1COc2ccccc2O1)C(=S)Nc1ccc(F)cc1 (stereo not drawn)	-1.7	456	5.3	-18	-15	5	-0.8	6	-1	-3	-1.5
S=c1[nH]ncc2ccccc12	1.6	-8	3.1	-1	-10	4	0.4	-4	7	-1	-1.9
COc1ccc(S(=O)(=O)NCC2CC3C=CC2C3)cc1OC (stereo not drawn)	3.8	1	0.9	-10	6	14	1.5	3	6	0	0.7
O=C(OC1CCS(=O)(=O)c2sccc21)c1ccccc1 (stereo not drawn)	4.0	4	2.2	-6	0	-5	-0.7	0	8	-6	0.5
COc1cc(/C=N/NC(=O)c2cnn3c(C)cc(-c4ccccc4)nc23)ccc1O	0.4	-4	0.9	-7	1	2	-1.1	0	-10	0	-0.2
CCCn1nnc(NC(=O)c2cc(Br)ccc2OC)n1	1.1	2	0.9	16	-26	25	1.2	7	2	0	-1.0
O=C(CNC(=O)c1ccc2c(c1)OCO2)N/N=C/c1cc(Br)ccc1O	-1.6	-1	1.3	6	-25	-11	-1.6	9	1	4	0.5
CC(C)(C)c1ccc(C(=O)Nc2nonc2-c2nc3ccccc3[nH]2)cc1	1.7	11	1.4	8	9	-2	0.7	-1	-7	-1	1.3
CC(OC(=O)c1ccc2ncsc2c1)C(=O)N(C)C1CCCCC1 (stereo not drawn)	2.1	-15	5.8	0	7	-4	2.6	5	11	3	-1.2
C=CCNc1nc(=S)[nH]c2cc(OC)c(OC)cc12	-1.3	-27	6.2	4	34	-15	-1.9	6	-18	-3	-0.4
O=C(N/N=C/c1ccc([N+](=O)[O-])cc1)c1cc2ccccc2o1	-0.4	4	-1.1	1	-27	-5	-0.1	10	8	-3	-0.5
O=C(O)c1ccc2c(c1)N(Cc1ccccc1)C(=O)c1ccccc1S2=O (stereo not drawn)	3.6	-15	3.7	2	15	-3	-0.6	-5	1	-1	1.3
NC(=O)CC(NC(=O)c1ccc(Br)cc1)c1ccc(NC2CCCCCC2)c([N+](=O)[O-])c1 (stereo not drawn)	2.6	-5	1.6	3	-17	-7	-2.2	-2	3	6	-0.1
C#CCOCCOCCOCCNc1nc(N2CCN(C(=O)[C@H](CCC(=O)O)n3cc([C@@H](N)[C@H](C)CC)nn3)CC2)nc(N2CCN(C(=O)[C@H](CCC(=O)O)n3cc([C@@H](N)CCSC)nn3)CC2)n1	1.0	6	3.0	-7	0	0	-1.8	0	1	-2	2.0
CS(=O)(=O)N(Cc1ccc(Cl)cc1)c1ccc(C(=O)NCCC2=CCCCC2)cc1	0.5	-5	1.7	-18	-41	-2	-2.5	-5	-3	0	-0.5
COC(CNC(=O)C1CCC(CNS(=O)(=O)c2c(C)cc(C)cc2C)CC1)OC (stereo not drawn)	-1.7	-25	1.0	-9	-8	-8	1.4	2	-7	0	-1.8
COC(=O)C1CC2(C(=O)OC)CC(C(=O)OC)(CC(C(=O)OC)C2=O)C1=O (stereo not drawn)	·	·	2.1	-10	1	-5	·	0	7	-3	-0.8
Cc1ccc(C2NC(=O)c3sc(=S)n(-c4ccccc4)c3N2)cc1 (stereo not drawn)	4.5	20	1.4	16	16	1	-0.3	8	7	8	-0.3

Screens (PubChem BioAssay)
